Assay outcomes from PubChem BioAssay.
mHTT-CaM PPI inh: mutant huntingtin-calmodulin interaction inhibitors – biochemical, AlphaScreen, primary screen. inhibition, % at 15 µM. AlphaScreen His-mHTT/GST-CaM binding, luminescence. AID 1671202, 2021. P42858. 3.6% of 190,000 active;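 also: 0% = both proteins with DMSO and 100% = one protein alone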
Target sequence (P42858 whole entry, looked up, stated change not applied): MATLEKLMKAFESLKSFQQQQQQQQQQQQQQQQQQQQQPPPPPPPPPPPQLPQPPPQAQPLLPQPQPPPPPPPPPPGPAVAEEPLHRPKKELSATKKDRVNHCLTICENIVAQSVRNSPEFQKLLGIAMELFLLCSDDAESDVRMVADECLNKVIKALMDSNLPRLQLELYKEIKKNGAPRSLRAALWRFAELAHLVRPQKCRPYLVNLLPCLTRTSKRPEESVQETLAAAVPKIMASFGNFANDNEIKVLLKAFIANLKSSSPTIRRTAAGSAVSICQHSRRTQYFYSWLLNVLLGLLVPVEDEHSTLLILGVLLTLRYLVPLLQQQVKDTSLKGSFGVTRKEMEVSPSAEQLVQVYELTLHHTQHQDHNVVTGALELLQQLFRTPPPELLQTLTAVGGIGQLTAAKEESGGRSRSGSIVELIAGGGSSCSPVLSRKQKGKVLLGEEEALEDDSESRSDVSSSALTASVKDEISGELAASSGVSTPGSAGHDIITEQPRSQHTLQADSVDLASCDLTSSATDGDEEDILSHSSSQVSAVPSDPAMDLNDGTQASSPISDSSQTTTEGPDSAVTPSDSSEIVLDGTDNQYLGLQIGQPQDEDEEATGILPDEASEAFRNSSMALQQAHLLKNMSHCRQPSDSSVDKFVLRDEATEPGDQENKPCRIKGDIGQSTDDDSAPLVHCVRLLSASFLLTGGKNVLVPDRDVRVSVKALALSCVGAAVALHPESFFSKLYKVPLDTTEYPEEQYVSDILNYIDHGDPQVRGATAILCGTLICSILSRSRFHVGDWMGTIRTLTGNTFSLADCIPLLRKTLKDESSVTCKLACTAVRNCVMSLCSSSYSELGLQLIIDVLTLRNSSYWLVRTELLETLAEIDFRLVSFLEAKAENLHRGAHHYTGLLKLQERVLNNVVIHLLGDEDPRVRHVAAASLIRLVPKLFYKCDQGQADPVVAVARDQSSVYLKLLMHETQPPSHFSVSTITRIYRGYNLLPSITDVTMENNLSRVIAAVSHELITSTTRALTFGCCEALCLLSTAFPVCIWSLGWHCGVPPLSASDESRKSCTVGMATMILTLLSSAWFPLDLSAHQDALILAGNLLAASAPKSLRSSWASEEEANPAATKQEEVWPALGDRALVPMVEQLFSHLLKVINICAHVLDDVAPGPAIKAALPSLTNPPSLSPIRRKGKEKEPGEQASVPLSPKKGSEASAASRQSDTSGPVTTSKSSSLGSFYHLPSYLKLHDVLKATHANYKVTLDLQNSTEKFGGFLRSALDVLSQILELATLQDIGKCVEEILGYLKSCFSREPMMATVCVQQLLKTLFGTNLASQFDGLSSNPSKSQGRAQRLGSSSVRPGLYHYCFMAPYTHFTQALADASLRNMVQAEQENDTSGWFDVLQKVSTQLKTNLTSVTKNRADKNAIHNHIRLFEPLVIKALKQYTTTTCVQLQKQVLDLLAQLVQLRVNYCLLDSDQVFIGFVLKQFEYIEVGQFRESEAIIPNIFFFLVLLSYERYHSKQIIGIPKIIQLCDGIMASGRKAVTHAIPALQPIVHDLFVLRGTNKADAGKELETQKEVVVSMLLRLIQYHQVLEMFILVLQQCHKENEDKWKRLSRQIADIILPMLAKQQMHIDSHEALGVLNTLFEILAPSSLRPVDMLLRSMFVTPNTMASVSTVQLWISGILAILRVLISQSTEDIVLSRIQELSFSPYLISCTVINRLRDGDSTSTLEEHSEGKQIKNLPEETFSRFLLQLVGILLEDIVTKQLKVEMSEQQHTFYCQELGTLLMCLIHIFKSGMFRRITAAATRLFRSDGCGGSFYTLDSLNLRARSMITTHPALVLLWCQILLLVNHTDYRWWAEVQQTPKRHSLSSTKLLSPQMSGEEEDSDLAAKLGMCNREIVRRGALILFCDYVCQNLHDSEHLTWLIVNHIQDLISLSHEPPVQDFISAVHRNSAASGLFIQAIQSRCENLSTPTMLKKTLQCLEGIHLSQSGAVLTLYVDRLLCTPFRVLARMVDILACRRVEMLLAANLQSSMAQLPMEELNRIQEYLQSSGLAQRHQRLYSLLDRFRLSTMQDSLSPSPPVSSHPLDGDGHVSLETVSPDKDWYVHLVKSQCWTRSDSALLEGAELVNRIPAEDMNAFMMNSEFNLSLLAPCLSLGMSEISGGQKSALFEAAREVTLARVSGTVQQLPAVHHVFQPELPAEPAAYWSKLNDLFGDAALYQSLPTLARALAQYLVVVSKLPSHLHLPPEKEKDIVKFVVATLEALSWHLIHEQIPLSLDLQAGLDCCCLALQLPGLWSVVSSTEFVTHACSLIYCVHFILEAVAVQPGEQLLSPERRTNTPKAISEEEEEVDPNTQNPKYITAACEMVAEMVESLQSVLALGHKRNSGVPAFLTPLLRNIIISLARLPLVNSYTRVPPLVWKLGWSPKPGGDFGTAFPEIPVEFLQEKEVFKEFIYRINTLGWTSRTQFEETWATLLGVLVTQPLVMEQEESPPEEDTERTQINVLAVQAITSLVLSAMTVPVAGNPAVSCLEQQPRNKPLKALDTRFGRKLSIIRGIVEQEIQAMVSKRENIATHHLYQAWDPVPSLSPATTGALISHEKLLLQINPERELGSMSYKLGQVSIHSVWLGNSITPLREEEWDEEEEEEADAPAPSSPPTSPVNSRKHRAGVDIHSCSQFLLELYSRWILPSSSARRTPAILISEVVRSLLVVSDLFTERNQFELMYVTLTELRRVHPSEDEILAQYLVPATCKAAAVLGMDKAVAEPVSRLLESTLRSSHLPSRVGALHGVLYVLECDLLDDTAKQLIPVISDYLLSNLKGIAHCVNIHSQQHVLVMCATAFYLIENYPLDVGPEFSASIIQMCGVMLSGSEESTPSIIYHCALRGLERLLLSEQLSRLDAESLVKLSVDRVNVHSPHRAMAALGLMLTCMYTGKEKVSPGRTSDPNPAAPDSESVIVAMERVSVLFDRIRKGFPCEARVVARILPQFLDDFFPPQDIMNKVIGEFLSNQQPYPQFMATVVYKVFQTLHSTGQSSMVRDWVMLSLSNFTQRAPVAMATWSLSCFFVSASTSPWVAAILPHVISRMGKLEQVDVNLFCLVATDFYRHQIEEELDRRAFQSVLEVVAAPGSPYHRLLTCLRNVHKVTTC
Pf apPOL inh: Pf-apPOL inhibitors, biochemical, fluorescence; Recombinant Pf-apPOL, molecular beacon fluorescence, 1.5 h; 0.25% of 210,000 active; AID 1794808, 2022; Plasmodium falciparum apicoplast DNA polymerase (apPOL); inhibition, % at 10 µM
The depositor's hits bear a star; & = joins results of further samples. Rule as the data show it: active = inhibition above about 50%; inactive = the rest. Not a hit list; overall some 3.5% were active at least once.

What do the screens show for `O=C(NC1CC1)c1ccc(OCC2CCN(C(=O)c3c(F)cccc3F)CC2)cc1`?
mHTT-CaM PPI inh: 8; Pf apPOL inh: -2

Results for Cc1ccc(NC(=O)C2CCN(C(=O)c3ccccc3C)CC2)cc1Cl ?
mHTT-CaM PPI inh: 3; Pf apPOL inh: -10

How did CC(C)N1CCC(CC(=O)N2CCc3c(c(-c4nc(C5CC5)no4)nn3C)C2)CC1 do in these assays?
mHTT-CaM PPI inh: -1; Pf apPOL inh: -2

What do the screens show for `Cc1cc(C)cc(NC(=O)Cn2cnc(-c3nc(C)cs3)c2)c1`?
mHTT-CaM PPI inh: -3; Pf apPOL inh: -3

What do the screens show for `NC(=O)C1CCN(C(=O)CSc2ccc(Cl)cc2)CC1`?
mHTT-CaM PPI inh: -2; Pf apPOL inh: 3

How did O=C(Cc1ccccc1Cl)NCC1CCN(C(=O)Nc2ccc(F)cc2)CC1 do in these assays?
mHTT-CaM PPI inh: -2; Pf apPOL inh: -2

What do the screens show for `Cc1c(C)n2c3c(=O)[nH]c(=O)n(C)c3nc2n1CCNc1ccccc1Cl`?
mHTT-CaM PPI inh: -8; Pf apPOL inh: -4

How did O=C(Cn1nc2c(cc1=O)CCCC2)Nc1ccc(F)c(F)c1 do in these assays?
mHTT-CaM PPI inh: 5; Pf apPOL inh: -4

Results for O=C(Nc1c(C(=O)Nc2ccc(Br)cc2)cnn1-c1ccccc1)c1ccccc1F ?
mHTT-CaM PPI inh: 5; Pf apPOL inh: 0

Results for O=C(CCCc1ccccc1)NCc1ccccc1 ?
mHTT-CaM PPI inh: -10; Pf apPOL inh: -6

How did C=CCN(CC=C)S(=O)(=O)c1ccc(C(=O)Nc2nnc(-c3ccccc3OC)o2)cc1 do in these assays?
mHTT-CaM PPI inh: 24; Pf apPOL inh: -63

How did COc1ccc(CNC(=O)c2oc3ccc(S(=O)(=O)N4CCOCC4)cc3c2C)cc1 do in these assays?
mHTT-CaM PPI inh: 28; Pf apPOL inh: 12

What do the screens show for `CC(O)c1cccc(-c2ccc(CN3C[C@]4(CO)OC(CO)C[C@@H]4S3(=O)=O)cc2)c1` (stereo not given in full)?
mHTT-CaM PPI inh: 2; Pf apPOL inh: -3

What do the screens show for `O=[N+]([O-])c1ccc(-c2csc(-c3cc4nccc(-c5cccc(C(F)(F)F)c5)n4n3)n2)cc1`?
Pf apPOL inh: 1

How did COc1ccc(N2CC(C)(C)[C@H](CC(=O)Nc3ccc(Br)cc3)C2=O)cc1 do in these assays?
mHTT-CaM PPI inh: -4; Pf apPOL inh: 1

Structural class: those above with an aryl methoxy group.
How did C=CCN(CC=C)S(=O)(=O)c1ccc(C(=O)Nc2nnc(-c3ccccc3OC)o2)cc1 do in these assays?
mHTT-CaM PPI inh: 24; Pf apPOL inh: -63

How did COc1ccc(CNC(=O)c2oc3ccc(S(=O)(=O)N4CCOCC4)cc3c2C)cc1 do in these assays?
mHTT-CaM PPI inh: 28; Pf apPOL inh: 12

How did COc1ccc(N2CC(C)(C)[C@H](CC(=O)Nc3ccc(Br)cc3)C2=O)cc1 do in these assays?
mHTT-CaM PPI inh: -4; Pf apPOL inh: 1

Next section:
What do the screens show for `CCOc1ccc(NC(=O)CSc2nc3c(c(=O)n2Cc2ccccc2)SC(C)C3)cc1` (stereo not given)?
mHTT-CaM PPI inh: 9; Pf apPOL inh: 8

How did CC(=O)NS(=O)(=O)c1ccc(NC(=O)CCCOc2ccc(Cl)cc2Cl)cc1 do in these assays?
mHTT-CaM PPI inh: -1; Pf apPOL inh: 0

How did O=C(NC1CCCC1)c1nc(-c2ccc(N3CCCCCC3)cc2)no1 do in these assays?
mHTT-CaM PPI inh: -8; Pf apPOL inh: -2

What do the screens show for `Cc1ccccc1CNC(=O)C1c2ccccc2CCN1C(=O)c1ccccc1` (stereo not given)?
mHTT-CaM PPI inh: 8; Pf apPOL inh: -8

What do the screens show for `Cc1csc(NC(=O)CSc2nnc(-c3ccc(=O)n(C)c3)n2C)n1`?
mHTT-CaM PPI inh: -13; Pf apPOL inh: -3

What do the screens show for `CCOC(=O)CC[C@H]1CC[C@]2(CCCN(C(=O)C(C)(C)C)C2)O1`?
mHTT-CaM PPI inh: -4; Pf apPOL inh: -2

How did O=C(Nc1cccc(N2CCCCC2=O)c1)c1ccc(Br)o1 do in these assays?
mHTT-CaM PPI inh: -3; Pf apPOL inh: -2

What do the screens show for `Brc1ccc(Nc2nc(NCc3ccco3)c3ccccc3n2)cc1`?
mHTT-CaM PPI inh: 100*; Pf apPOL inh: 1

Results for Cn1c(SCc2ccc([N+](=O)[O-])cc2)nnc1-c1cccnc1 ?
mHTT-CaM PPI inh: -17; Pf apPOL inh: 0

Results for COCCCNC(=O)c1cc2c(s1)CCN(C(=O)c1ccc(C)cc1)C2 ?
mHTT-CaM PPI inh: 8; Pf apPOL inh: -5

Results for CCOCCCNC(=O)C1CCN(S(=O)(=O)N(CC(C)C)CC(C)C)CC1 ?
mHTT-CaM PPI inh: 4; Pf apPOL inh: -10

How did COc1ccc(Br)cc1C1=N/C(=C/c2cccc(Br)c2)C(=O)O1 do in these assays?
mHTT-CaM PPI inh: 5; Pf apPOL inh: 4

Results for O=C(NC(=O)c1ccc(-c2ccc(Cl)cc2)s1)Nc1cc(C(F)(F)F)cc(C(F)(F)F)c1 ?
Pf apPOL inh: -3

What do the screens show for `COC(=O)c1cc(C=C(C#N)S(=O)(=O)c2ccccc2)cn1C`?
Pf apPOL inh: -5

What do the screens show for `N#Cc1c(N=Cc2cc([N+](=O)[O-])cs2)sc2c1CCCC2`?
mHTT-CaM PPI inh: 4; Pf apPOL inh: -4

How did COc1ccc(NC(=O)N2CCN(C3=CC4=NCC(C)N4C=N3)CC2)c(C)c1 (stereo not given) do in these assays?
mHTT-CaM PPI inh: -2; Pf apPOL inh: 5

How did COC(=O)[C@@H]1N[C@@H]([C@@H](NC(=O)COc2ccccc2)C(=O)NC2CC2)SC1(C)C do in these assays?
mHTT-CaM PPI inh: 0; Pf apPOL inh: -8

Results for O=C(c1ccccn1)N1CCCN(C2CCN(CC3CC3)C2=O)CC1 (stereo not given) ?
mHTT-CaM PPI inh: 35; Pf apPOL inh: -7

What do the screens show for `Cc1nc(-c2cn(C(C)C)c3ncccc23)sc1C(=O)N1CCN(C(C)C)CC1`?
mHTT-CaM PPI inh: 37; Pf apPOL inh: -4

Results for COc1ccc(C2CC(=O)C3=C(C2)Nc2ncnn2C3c2ccc(O)cc2)cc1 (stereo not given) ?
mHTT-CaM PPI inh: 1; Pf apPOL inh: -2

What do the screens show for `C=CCN1C(=O)C(CC(=O)Nc2ccc(F)cc2)SC1=Nc1ccc(O)cc1` (stereo not given)?
mHTT-CaM PPI inh: 14; Pf apPOL inh: -7

Results for O=S(=O)(Nc1ccc(Cl)cc1)c1ccc2nc(-c3ccccc3)[nH]c2c1 ?
mHTT-CaM PPI inh: 3; Pf apPOL inh: 9

How did CCNC(=O)N1CCCC(c2cccc(C(=O)N3CCC(C(=O)OCC)CC3)c2)C1 (stereo not given) do in these assays?
mHTT-CaM PPI inh: -2; Pf apPOL inh: -4

How did N#Cc1c(Br)cnn1Cc1ccc(Cl)cc1 do in these assays?
Pf apPOL inh: -2

What do the screens show for `CC(C)Sc1ccc(CC(=O)N2CCC3(CC2)OCCS3)cc1`?
mHTT-CaM PPI inh: -12; Pf apPOL inh: -16

How did CCOC(=O)c1c(C)nsc1N do in these assays?
Pf apPOL inh: -4

What do the screens show for `CC1CCN(C(=O)c2cnn3ccc(C4CCN(C(=O)c5cccc(F)c5)CC4)cc23)CC1`?
mHTT-CaM PPI inh: 25; Pf apPOL inh: -1

Results for CCCNc1cc(N2CCC(CCC(=O)NCc3ccc(Cl)cc3)CC2)ncn1 ?
mHTT-CaM PPI inh: 5; Pf apPOL inh: -2

What do the screens show for `Cc1cc(C)n(Cc2nc3ccccc3n2C)n1`?
mHTT-CaM PPI inh: 5; Pf apPOL inh: -1

What do the screens show for `CC(C)CN(CC(C)C)S(=O)(=O)N1CCC(C(=O)NCCc2ccc(Cl)cc2)CC1`?
mHTT-CaM PPI inh: 17; Pf apPOL inh: -12

How did COc1cc2c(C(=O)NCCCN3CCOCC3)cn(C)c(=O)c2cc1OC do in these assays?
mHTT-CaM PPI inh: 2; Pf apPOL inh: -7

How did C#CCOc1cccc(/C=N/Nc2nncn2N)c1 do in these assays?
mHTT-CaM PPI inh: inactive

Results for O=C(NCCc1csc(C2CCN(C(=O)C3CCCC3)CC2)n1)C1CCC1 ?
mHTT-CaM PPI inh: -1; Pf apPOL inh: -3

What do the screens show for `Cc1ccc2nc(Sc3ccccc3)c(C#N)c(=O)n2c1`?
mHTT-CaM PPI inh: -3; Pf apPOL inh: 1

What do the screens show for `O=C1NCCCc2nc(N3CCOCC3)sc21`?
mHTT-CaM PPI inh: -6; Pf apPOL inh: -6

Results for CCC(C)C(=O)Nc1nnc(C(C)C)s1 (stereo not given) ?
mHTT-CaM PPI inh: -5

What do the screens show for `N#C/C(=C\c1ccco1)c1nc2ccccc2[nH]1`?
mHTT-CaM PPI inh: 3; Pf apPOL inh: -8

What do the screens show for `N#CSCCCCOc1ccc(Br)cc1`?
mHTT-CaM PPI inh: -84; Pf apPOL inh: -2

Results for S=C1NCN(Cc2ccccc2)CN1 ?
Pf apPOL inh: 1

How did CCCCC(CC)CNC(CC(=O)Nc1ccc(O)cc1)C(=O)O (stereo not given) do in these assays?
mHTT-CaM PPI inh: -3; Pf apPOL inh: -6

How did CN(CCOC(=O)c1cc2ccccc2o1)C1CN(Cc2cn(Cc3ccccc3C(F)(F)F)nn2)S(=O)(=O)C1 (stereo not given) do in these assays?
mHTT-CaM PPI inh: 3; Pf apPOL inh: -4

Results for CCN1C(=O)c2cccc3c(NC(=O)c4ccc(S(=O)(=O)N(C)C5CC5)cc4)ccc1c23 ?
mHTT-CaM PPI inh: -11; Pf apPOL inh: -5

Results for O=C1c2ccccc2C(=O)N1CCSCc1cccc(C(F)(F)F)c1 ?
Pf apPOL inh: -8

How did Cc1cc(C)c(NC(=S)NCCNCc2ccccc2)c(C)c1 do in these assays?
Pf apPOL inh: -1

What do the screens show for `Cc1ccc(NC(=O)Cn2nc(N3CCC(C)CC3)c3ccccc3c2=O)c(C)c1`?
mHTT-CaM PPI inh: -2; Pf apPOL inh: 2

What do the screens show for `Cc1cc(Br)cc2c1N(C)C(=O)/C2=C1/SC(=Nc2ccc(F)cc2)NC1=O`?
mHTT-CaM PPI inh: 13; Pf apPOL inh: 0

What do the screens show for `CCC1CN(C(=O)Nc2ccc(F)cc2F)c2cc(C)ccc2O1` (stereo not given)?
mHTT-CaM PPI inh: -8; Pf apPOL inh: -2

What do the screens show for `Cc1ccc(-c2n[nH]c3c2CN(S(=O)(=O)C2CC2)CC3)cc1`?
mHTT-CaM PPI inh: 0; Pf apPOL inh: -2

How did O=C(NCCc1ccccc1)C1CCCN(C(=O)c2ccccc2Cl)C1 (stereo not given) do in these assays?
mHTT-CaM PPI inh: 26; Pf apPOL inh: -2

What do the screens show for `COc1ccc(OC)c(-c2[nH]c3c(=O)n(C)c(=O)n(C)c3c2O)c1`?
mHTT-CaM PPI inh: -3&-4; Pf apPOL inh: 4&-3

How did Cc1ccccc1C(=O)N1CCc2nc[nH]c2C1 do in these assays?
mHTT-CaM PPI inh: 4; Pf apPOL inh: -4

Results for Cc1ccc(S(=O)(=O)N2CCC(Cc3nc4cccnc4n3C(C)C)C2)cc1 (stereo not given) ?
mHTT-CaM PPI inh: 3; Pf apPOL inh: 3

What do the screens show for `COc1ccc(-c2nnc(N3CCC(C(=O)N4CCCC4)CC3)o2)cc1`?
mHTT-CaM PPI inh: 2; Pf apPOL inh: -6

What do the screens show for `COC(=O)c1csc(S(=O)(=O)N2CCCC2)c1OC`?
Pf apPOL inh: 2&-3

What do the screens show for `O=C(NCc1ccc(F)cc1)c1cn2c(n1)CCCC2`?
mHTT-CaM PPI inh: -4; Pf apPOL inh: -1

What do the screens show for `CCCNC(=O)c1cccc2c1CCN2C(C)=O`?
mHTT-CaM PPI inh: -7; Pf apPOL inh: 1

Results for Cc1cc(N2CCOCC2)n2nc(C(F)(F)F)nc2n1 ?
mHTT-CaM PPI inh: -13; Pf apPOL inh: -1

What do the screens show for `O=C(NCCn1ncc2c(N3CCOCC3)ncnc21)c1cccc(Cl)c1`?
mHTT-CaM PPI inh: -10; Pf apPOL inh: -5

What do the screens show for `O=C(NCc1cccnc1)C1CN(C(=O)c2ccccc2)CC12CCCCC2` (stereo not given)?
mHTT-CaM PPI inh: 5; Pf apPOL inh: -5

How did CC1=C(C(=O)Nc2ccccc2)C(c2cccc([N+](=O)[O-])c2)n2ncnc2N1 (stereo not given) do in these assays?
mHTT-CaM PPI inh: -2; Pf apPOL inh: -12

Results for CCN1CCN(CCCNC(=O)CC(C(=O)N2CCc3ccccc32)n2ccnc2)CC1 (stereo not given) ?
mHTT-CaM PPI inh: -2; Pf apPOL inh: -8

What do the screens show for `CC(=O)N1CCc2cc(Br)cc(S(=O)(=O)NCCCN3CCCC3)c21`?
mHTT-CaM PPI inh: 0; Pf apPOL inh: -2

Results for Cc1ccc(-c2nc3cccnc3o2)cc1NC(=O)COc1ccc(C(C)(C)C)cc1 ?
mHTT-CaM PPI inh: 11; Pf apPOL inh: -13

At a glance, some entries already given:
What do the screens show for `O=C(NCc1cccnc1)C1CN(C(=O)c2ccccc2)CC12CCCCC2` (stereo not given)?
mHTT-CaM PPI inh: 5; Pf apPOL inh: -5

How did CC1=C(C(=O)Nc2ccccc2)C(c2cccc([N+](=O)[O-])c2)n2ncnc2N1 (stereo not given) do in these assays?
mHTT-CaM PPI inh: -2; Pf apPOL inh: -12

Results for CCN1CCN(CCCNC(=O)CC(C(=O)N2CCc3ccccc32)n2ccnc2)CC1 (stereo not given) ?
mHTT-CaM PPI inh: -2; Pf apPOL inh: -8

What do the screens show for `CC(=O)N1CCc2cc(Br)cc(S(=O)(=O)NCCCN3CCCC3)c21`?
mHTT-CaM PPI inh: 0; Pf apPOL inh: -2
